From PubChem BioAssay
Mito fusion act: mitochondrial division inhibition or fusion activation. S. cerevisiae fusion-defective mutant growth rescue, CellTiterGlo 48 h. Potency, µM (titrated, usually from 46.1 µM), for the others: top-dose growth rescue (activation), actives largely listed as activators. actives 0.23% (n = 320,000);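 note: potency is the fitted concentration of half-maximal effect; % of control where 0% means no effect; nearly all actives have a fitted effect of over 45% in size; temperature-sensitive fusion mutants such as fzo1-1 at 37 °C on non-fermentable ethanol glycerol medium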
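Luminescent cell viability in 1536-well qHTS format served as the measure of rescued growth in ts fusion-mutant S. cerevisiae cultured on non-fermentable YPEG for 48 hours at 37C.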
ELG1 DNA repair: ELG1-dependent DNA repair inhibition; Potency, µM (highest dose often 46.1 µM), for the others: top-dose activity change, negative = inhibition, usual class: inhibitors; HEK293T ELG1-luciferase reporter, luminescence, 16 h; DNA damage induced by 5-fluorouridine; actives 2.3% (n = 330,000); AID 504467; note: potency is the fitted concentration of half-maximal effect; % is set by controls: 0 for no effect and ±100 for the full control effect; nearly all actives have a fitted effect of over 55% in size
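Reporter activity after DNA damage by 5-fluorouridine is monitored. Compound-treated cells incubate 16 hr at 37 °C, then ONE-Glo is added for 30 min before luminescence reading.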
KCNH2 3.1 inh: inhibitors of human KCNH2 3.1 potassium channel isoform; U2OS KCNH2 3.1, thallium flux FluxOr; stronger effect = lower value; activity change, % (tested at about 1.8 µM); actives 0.95% (n = 340,000); AID 720553;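 active = maximum activity change below -70%; inconclusive = maximum activity change from -70% to -50%; inactive = maximum activity change above -50%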;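 note: thallium influx rate constant from kinetic fluorescence after stimulation buffer; % is set by controls: 0 for no effect and ±100 for the full control effect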
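U2OS cells transduced with KCNH2 3.1 mutant virus (1.77 x 10^8 /mL, 4 h), plated overnight at 37 C, loaded 45 min with FluxOr dye plus Red40 quencher. Thallium flux rate constant from kinetic reads after stimulation buffer, normalised to controls.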
USP2a block: USP2a (human) protease inhibition. USP2 core, Ub-CHOP2 coupled fluorogenic reporter, 485/531. Potency, µM (doses to about 38.3 µM), for inactives: at the top dose activity change, negative = inhibition, most hits filed as inhibitors. actives 0.01% (n = 330,000). AID 463254;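 note: potency is the fitted concentration of half-maximal effect; plate controls were DMSO wells for no effect and full inhibition by NEM control for full effect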
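Deubiquitinase activity read as fluorescence (485/531 nm) after Ub-CHOP2 cleavage activates the enterokinase reporter on its substrate; USP2 core 10nM, Ub-CHOP2 and substrate 25nM each, 30min compound preincubation then 60min RT; data normalized to NEM, curves fitted.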
TSHR antag: antagonists of human thyroid stimulating hormone receptor. P16473. TSHR-expressing cells, TSH-stimulated cAMP HTRF, 2 h; stronger effect = lower value. activity change, negative = inhibition, % at 11.5 µM. actives 0.2% (n = 330,000). AID 504810;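 active = activity change below a set negative limit, meaning inhibition stronger than a set level, cut at about -70% in these data; inconclusive = activity change between two set negative limits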; note: % is set by controls: 0 for no effect and ±100 for the full control effect
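Read-out is FRET at 665 nm (cryptate excitation 337 nm) from a cryptate-tagged anti-cAMP antibody, competed by cell cAMP against cAMP-d2. Compounds are tested on freshly harvested TSHR cells challenged with 4nM TSH (EC80) for 2 hours at 37 deg C.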
AT treatment: candidate therapy for ataxia-telangiectasia. […] A-T fibroblasts, KAP-1 phosphorylation AlphaLISA; neocarzinostatin DNA damage 30 min before lysis. actives 0.19% (n = 320,000). Potency, µM (series often up to 57.5 µM), without a hit: top-dose activation, hits mostly activators. AID 485349; note: potency is the fitted concentration of half-maximal effect; % of control where 0% means no effect; nearly all actives have a fitted effect of over 45% in size
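hTERT-immortalized A-T patient fibroblasts ([…]), 500 cells/well in OPTI-MEM, 1% FBS, got compounds for 60 min, then NCS for 30 min at 37C. Lysates were then assayed for phospho-KAP-1 by AlphaLISA (anti-pKAP1 donor, anti-KAP1 acceptor beads), 6 hr at 25C.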
TCR activator: T cell receptor activation. primary human leukocytes, anti-CD3, IL-2 HTRF, 48 h. Potency, µM (top dose mostly 9.22 µM), inactives show at the highest dose activation of IL-2 secretion, hits mostly activators. 330,000 tested, under 10 active; note: % of control where 0% means no effect
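IL-2 release read by HTRF sandwich (Eu cryptate donor, d2 acceptor, 665 nm emission) after 48 hr exposure of primary human leukocytes to compound together with anti-CD3 beads in the absence of co-stimulatory signals.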
TRPV1 agonist: human TRPV1 agonism; activation, % at 8.33 µM; AID 540275; actives 0.19% (n = 320,000); TRPV1-expressing cells, Fluo-8 calcium influx, agonist mode; in the data active = activation above about 80%; inconclusive = between about 30% and that limit; note: 0% is about no effect
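TRPV1-expressing cells were cultured overnight at 35.5C and loaded with Fluo-8 calcium dye for 40 to 90 min at room temperature. After a 10 s baseline, compound was added and calcium influx was read kinetically for 3 min (ex 480/em 520 nm).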
Eya2 inh: inhibitors of human Eya2 phosphatase activity. recombinant Eya2, OMFP fluorescence dephosphorylation (OMFP is methylfluorescein phosphate). Potency, µM (series often up to 76.9 µM), inactives show at the top dose activity, negative = inhibition, hits mostly inhibitors. actives 0.006% (n = 330,000). AID 488837; note: potency is the fitted concentration of half-maximal effect; % is set by controls: 0 for no effect and ±100 for the full control effect
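Eya2 (0.2 uM) preincubated 10 min at ambient with compound, then OMFP substrate added at 50 uM; 10 min reaction in 50 mM HEPES pH 7.5, 50 mM NaCl, 5 uM MgCl2, 0.05% BSA, 1 mM DTT. Fluorescence read at Ex 485/Em 525 nm.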
hERG WT inh: KCNH2 (human, wildtype) channel inhibition | activity change, % at 1.84 µM | U2OS, BacMam KCNH2, thallium flux FluxOr; stronger effect = lower value | actives 0.37% (n = 340,000) | Q12809 | AID 720551;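 active = maximum activity change below -70%; inconclusive = maximum activity change between -70% and -50%; inactive = maximum activity change above -50%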; note: % is set by controls: 0 for no effect and ±100 for the full control effect
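U2OS cells transduced with wild-type KCNH2 virus are loaded with FluxOr dye for 45 min, and thallium flux is measured in kinetic reads before and after stimulation buffer. Rate constants are normalized to DMSO controls.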
An asterisk follows results filed as active; ? = inconclusive; / = not tested or not shown; [ ] = dose if it differs, or a comment. Unless noted, calls come from the whole dose curve; as a rule, active = well fitted curve in the direction sought with a large enough effect; inconclusive = small, poorly fitted or top-dose-only effect, or another doubt; inactive = no such curve, though single readings can be large; an effect the other way counts as inactive or inconclusive. The list is partial; count on the stated rates, not on these rows.

Molecule,Mito fusion act,ELG1 DNA repair,KCNH2 3.1 inh,USP2a block,TSHR antag,AT treatment,TCR activator,TRPV1 agonist,Eya2 inh,hERG WT inh
O=C(O)CCSc1nc2ccccc2n1-c1ccccc1,16.7%,20.8%,11.1,-4.6%,-0.1,24.6%,-2.8%,8.8,6.4%,1.8
O=C(COC(=O)C1CC2C=CC1C2)NCc1ccccc1Cl (stereo not drawn),7.1%,11.6%,3.0,0.4%,4.1,-1.5%,2.9%[46.1 µM],?,-1.0%,-3.6
CC(C)NC(=O)c1onc(CSc2ccc(Cl)cc2)c1C(=O)O,1.7%,5.6%,13.8,1.7%,44.8,-0.6%,-3.3%,0.5,-1.2%,-6.8
Cc1ccc(NC(=O)CN(C)Cc2cc(=O)n3ccsc3n2)cc1,0.1%,16.6%,4.0,-0.2%,-2.4,12.6µM*,1.1%,-0.1,21.2%,0.7
CCCN(CCC)c1nc(C#N)nc(N(CCC)CCC)n1,-5.8%,-19.9%,18.2,0.8%,-0.2,4.5%,-1.0%,1.7,-7.5%,-10.8
O=C1c2cccc3c([N+](=O)[O-])ccc(c23)C(=O)N1CCc1ccccn1,-0.8%,0.0%,-5.8,0.2%,-23.6,-15.2%,3.8%,-0.4,-5.9%,0.1
CCOC(=O)C(/C=C(\C#N)C(=O)OCC)=C(/N)N1CCN(c2ccc(Cl)cc2)CC1,-3.4%,-3.2%,-8.4,2.6%,-3.1,-3.3%,-1.0%,-0.5,-13.6%,4.5
OC1(c2cccc(C(F)(F)F)c2)CCN(c2ncnc3c2[nH]c2ccccc23)CC1,1.5%,4.5%,-9.2,-1.6%,-4.2,-6.1%,-0.7%,1.1,2.9%,-4.9
CCN(CC)C(=S)NC(=O)c1cc(OC)c(OC)c(OC)c1,4.8%,2.5%,1.1,-0.9%,-1.5,-1.1%,-2.0%,0.2,-5.3%,-8.7
O=C(COc1ccc(Cl)cc1Cl)Nc1c(-c2cccs2)nc2ccccn12,0.3%,-13.6%,-9.9,6.2%,12.6,-3.8%,4.8%[46.1 µM],17.0,-6.5%,27.6
COc1ccc(C(C#N)=C2C=CC(=NO)C=C2)cc1,-6.9%,-15.8%,-3.0,0.7%,0.2,2.2%,10.6%,6.4,4.7%,-3.3
CCn1c(=O)c(=O)[nH]c2cc(C(=O)NC3CCCC3)ccc21,2.3%,-9.8%,26.1,3.9%,3.2,5.0%,3.2%,3.9,7.7%,3.0
COc1cc(CN(C2CCCCC2C)S(=O)(=O)c2ccc(S(=O)(=O)NC3CC3)cc2)cc(OC)c1OC (stereo not drawn),7.5%,18.4µM*,0.6,-14.8%,10.1,4.3%,-4.9%[46.1 µM],3.0,-9.6%,-1.6
CCCc1cc(=O)[nH]c2nnc(SCC(=O)Nc3ccc4c(c3)OCCO4)n12,-5.8%,12.6%,2.0,1.7%,15.0,-13.6%,/,-6.4,12.9%,-3.2
COc1ccc(-c2[nH]ncc2CN2CCCN(C(=O)c3ccco3)CC2)cc1F,-0.7%,-14.7%,-13.1,1.7%,-3.2,8.8%,9.0%,-0.2,17.9%,0.2
CCN(C(=O)CN1C=NS(=O)(=O)c2ccccc21)c1ccccc1,-6.2%,6.7%,13.8,3.2%,1.3,4.0%,-6.5%[46.1 µM],-1.6,0.0%,2.4
COc1cccc(CC(=O)Nc2cc(S(=O)(=O)N3CCOCC3)ccc2OC)c1,-2.5%,0.4%,5.9,0.0%,-4.6,4.0%,7.9%,0.8,-13.8%,-9.9
c1ccc(-n2cnnc2SCc2nc3ccccc3s2)cc1,3.7%,?,11.8,1.0%,-3.5,3.6%,-5.4%,2.9,-8.3%[15.4 µM],32.3
CC1CCC(NC(=O)c2cc3c(s2)CCCC3)CC1 (stereo not drawn),?,?,4.5,-0.8%,-3.7,1.8%,-5.3%,?,-36.0%,-5.1
CCOC(=O)C1CCCN(c2cc(=O)n(Cc3ccc(F)cc3)c(=O)[nH]2)C1 (stereo not drawn),-0.3%,-12.6%,6.0,-1.4%,-9.3,-0.5%,-5.4%,4.0,-0.7%,2.8
O=C(NC1CCN(C(=O)Nc2ccccc2Cl)CC1)c1ccco1,8.6%,-2.6%,25.6,-1.7%,2.3,-5.6%,-1.0%,-0.9,1.2%,-7.0
Cc1ccc(S(=O)(=O)N2CCN(C(=O)CCC(=O)NC3CCCc4ccccc43)CC2)cc1 (stereo not drawn),-1.6%,-16.6%,-5.2,1.6%,-2.2,8.6%,-3.9%,0.0,0.4%,3.0
NC(=O)CCCc1nc(-c2ccccc2)no1,-2.7%,16.7%,-5.3,-0.1%,-4.2,2.4%,4.8%,3.1,3.0%,-0.6
N#C/C(=C\c1ccc[nH]1)C(=O)NC1CC1,1.2%,-0.5%,3.4,-1.9%,3.1,2.2%,-8.1%,0.6,1.9%,-16.9
COc1cc(C(C)=O)ccc1OCC(=O)Nc1cc(Cl)ccc1-n1cncn1,5.1%,-22.3%,-12.0,1.4%,-0.8,4.0%,11.2%,-2.8,41.9%,1.1
Cc1nn2c(N3CCOCC3)cc(C(C)C)nc2c1-c1ccccc1,-14.6%,9.4%,32.5,-0.6%,-6.2,-6.6%,3.4%,0.4,-8.7%,8.3
CC1CC(=O)Nc2ccccc2N1S(=O)(=O)c1ccc(F)cc1F (stereo not drawn),-1.2%,18.5%,2.1,12.5%,2.5,-3.4%,-11.0%,0.7,8.0%,1.8
COc1ccc(S(=O)(=O)NCCC(=O)NCc2ccccc2)cc1,-1.1%,6.1%,7.0,2.2%,-4.5,-4.1%,/,-1.2,-6.1%,19.5
CC(=O)N(C(C)=O)c1nc(-c2ccccc2)cn1/N=C/c1cccc([N+](=O)[O-])c1,-3.0%,?,-3.5,-0.5%,-9.0,-50.0%,9.5%,7.3,-5.5%,2.0
COc1ccc(S(=O)(=O)NCCCN2CCOCC2)c2ccccc12,-4.9%,6.1%,-4.3,1.1%,5.3,16.0%,-0.7%,-0.8,4.8%,-4.2

Continued:
Molecule,Mito fusion act,ELG1 DNA repair,KCNH2 3.1 inh,USP2a block,TSHR antag,AT treatment,TCR activator,TRPV1 agonist,Eya2 inh,hERG WT inh
O=S(=O)(c1ccccc1F)N1CCN(Cc2nc3ccccc3[nH]2)CC1,-0.8%,?,3.6,-13.2%,14.1,8.9%,-5.2%,-0.5,-31.8%,0.0
COc1ccc(CNC(=O)C[C@H]2C[C@H](C(=O)N3CCOCC3)[C@@]3(CCC4CCCC4)c4[nH]c5cc(CCC(=O)N(C)C)ccc5c4CCN3C2=O)cc1OC,/,20.0%,-4.8,0.5%,-3.2,-3.3%[11.5 µM],3.0%[46.1 µM],/,5.7%,5.6
COc1ccccc1C(=O)NCC(=O)N=Nc1c(O)n(C(C)C)c2ccccc12,-11.8%,-3.6%,2.3,-0.7%,-0.1,-2.9%,-1.6%,-2.4,-3.4%,-0.4
CC(C)C(NC(=O)c1ccccc1)C(=O)NC1CCCc2ccccc21 (stereo not drawn),7.8%,-4.6%,-24.5,-0.7%,1.6,2.2%,-3.6%,?,0.5%,2.1
CC(C)(C)NC(=O)Nc1ccc2nccnc2c1,-2.9%,?,-0.7,-8.1%,17.1,6.9%,-3.6%,1.7,3.1%,-1.1
Cc1nn(Cc2ccccc2Cl)c(C)c1NC(=O)c1noc(C(C)C)c1[N+](=O)[O-],12.8%,4.9%,8.9,1.5%,-8.7,-1.1%,-6.6%,18.0,9.6%,-6.9
CCC1SC2=NC(C)=C(C(=O)OCCOC)C(c3ccc(C(=O)OC)cc3)N2C1=O (stereo not drawn),-4.7%,0.3%,-5.1,?,1.7,8.5%,-1.7%,0.0,-13.0%,-7.5
COc1ccccc1-c1cc(C(=O)NC(C)c2ccccc2)no1 (stereo not drawn),5.4%,-21.7%,-4.7,-0.1%,-7.4,11.8%,/,?,9.5%,-23.4
COCCNc1nc(SCC(=O)N2CCN(c3ccccc3OC)CC2)nc2ccccc12,-2.7%,?,-120.2*,4.5%,-4.7,7.6%,-3.5%,5.4,6.5%,2.1
O=S(=O)(Cc1ccccc1)NCc1cccnc1,1.5%,-13.3%,1.1,2.4%,-9.3,4.8%,1.8%,0.6,11.4%,-1.8
